# Screens (PubChem)
# Tb MetRS inh – T. brucei MetRS inhibitors, primary screen, biochemical, luminescence. purified T. brucei MetRS, ATP depletion, Kinase-Glo luminescence. inhibition, % at 11.9 µM. 0.4% of 360,000 active. AID 624268, 2012;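 active means inhibition above a per-plate cutoff of the control wells' mean inhibition plus 3 SD, cut at about 5.5% in these data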;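 further: 0% = DMSO wells median and 100% = median of wells with control inhibitor compound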
#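 Measured by: Kinase-Glo luciferase luminescence reporting remaining unconsumed ATP. Material: purified T. brucei MetRS enzyme. Doses: 11.9 µM compound single dose, 0.9% DMSO. Medium: HEPES buffer containing pyrophosphatase, BSA, spermine, DTT. Times: 15 min preincubation, 2 h reaction, all 25 °C. Reagent: methionine, ATP and bulk E. coli tRNA.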
# SUMO1-SIM PPI – modulators of SUMO1 protein-protein interactions, primary screen, biochemical, uHTS | Small ubiquitin-related modifier 1 (Homo sapiens), P63165 | SUMO1 binding to a labelled peptide, TR-FRET, 1 h | inhibition, % at 20 µM | 0.33% of 360,000 active; in the data active means inhibition above about 37%
# Target sequence (P63165 whole entry, looked up): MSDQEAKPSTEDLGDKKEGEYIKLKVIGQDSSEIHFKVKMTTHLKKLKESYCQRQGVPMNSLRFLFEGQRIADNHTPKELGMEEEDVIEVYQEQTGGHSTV
# SKN-1 block – suppressors of acrylamide-induced Pgst-4::GFP reporter in worms, primary screen, SKN-1 inhibitor project, whole organism, uHTS, GFP/RFP fluorescence ratio, strain VP596. C. elegans VP596 Pgst-4::GFP/RFP ratio, 24 h. inhibition, % at 21.8 µM. 0.49% of 360,000 active. AID 624304, 2012;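 active means interference check ratio from 0.5 to 1.5 plus GFP to RFP signal ratio inhibition reaching or exceeding a fixed threshold, cut at about 30% in these data, passing the limit was not always enough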; further: some compounds called inactive have numbers as strong as hits
# LMPTP inh – LMPTP phosphatase inhibitors, primary screen, biochemical, fluorescence intensity, uHTS | recombinant LMPTP-A, OMFP fluorogenic substrate | inhibition, % at 20 µM | Low molecular weight phosphotyrosine protein phosphatase (Homo sapiens), P24666 | 0.22% of 360,000 active;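 active means compounds that cut the enzyme signal by at least half of the control window in the single-dose screen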;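 further: plate controls were DMSO wells with enzyme plus substrate for no effect and substrate without enzyme for full effect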
# Target sequence (P24666 whole entry, looked up): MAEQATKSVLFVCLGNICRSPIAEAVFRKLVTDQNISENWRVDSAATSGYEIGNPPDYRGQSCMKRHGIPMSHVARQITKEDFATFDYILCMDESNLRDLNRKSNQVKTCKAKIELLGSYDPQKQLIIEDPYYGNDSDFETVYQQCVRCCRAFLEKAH
#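 Buffer or medium: Bis-Tris pH 6.0, DTT, detergent; Assay system: LMPTP-A enzyme; Quantity: 0.625 nM enzyme; Detection: endpoint fluorescence intensity; Times: 50 min dark incubation at room temperature; Controls: substrate-only low control, DMSO enzyme-plus-substrate high control; Doses: single 20 µM dose; Read-out: percent inhibition versus substrate-only and uninhibited controls; Reagent: 400 µM OMFP.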
# Scp1 inh – Scp-1 phosphatase inhibitors, primary screen, biochemical, colorimetric, uHTS. inhibition, % at 20 µM. 0.88% of 340,000 active. Carboxy-terminal domain RNA polymerase II polypeptide A small phosphatase 1 (Homo …. AID 493091, 2011. Recombinant Scp1, phosphopeptide, malachite green phosphate absorbance;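 active means inhibition above about 50% at 20 µM, limit read from the data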;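 further: plate controls were DMSO wells with enzyme for no effect and wells lacking enzyme for full effect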
#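 Material – SCP-1 phosphatase catalytic domain, residues 76-261 · Buffer or medium – Acidic Tris acetate buffer with magnesium and detergent · Also added – Phospho 17-mer peptide substrate · Compound – single 20 µM dose, 1% DMSO · Times – 45 min room-temperature reaction, 5 min colour, 30 min stabiliser · Technique – Phosphate-binding colour reagent, absorbance read at 630 nm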
# STEP block – STEP phosphatase inhibitors, primary screen, biochemical, fluorescence intensity, uHTS. recombinant STEP, OMFP fluorogenic substrate. inhibition, % at 20 µM. 0.25% of 360,000 active. AID 588621, 2011;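 active means inhibition at 20 µM, scaled per plate between control wells, above about 37%, limit read from the data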;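 further: 0% = DMSO with enzyme and substrate and 100% = substrate only without enzyme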
#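 material = STEP tyrosine phosphatase | reagent = fluorogenic phosphatase substrate OMFP at 25 µM final | doses = single compound dose of 20 µM, 1% DMSO final | schedule = 20 min reaction, room temperature, in the dark | measured by = fluorescence, 480/540 nm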
# DNMT1 inh – human DNMT1 methyltransferase inhibitors, primary screen, biochemical, molecular beacon, fluorescence, HinP1I cleavage, uHTS; inhibition (reported as % activation of signal), % at 10 µM; 0.83% of 360,000 active; DNA (cytosine-5)-methyltransferase 1 (Homo sapiens), P26358; AID 588458, 2011; in the data active means inhibition above about 50%
# NadD inh – inhibitors of S. aureus NadD, primary screen, biochemical, colorimetric, uHTS; purified NadD enzyme, colorimetric absorbance read-out; Nicotinate-nucleotide adenylyltransferase NadD (Staphylococcus aureus N315); 0.78% of 360,000 active; inhibition, % at 20 µM; in the data active means inhibition above about 26%; further: some compounds past the cut are filed as inactive
# Neddyl block – inhibitors of cullin neddylation, primary screen, biochemical, TR-FRET, uHTS, NAE and Ubc12; calls only at 25 µM; 0.58% of 360,000 active; AID 651699, 2012; in the data active means inhibition above about 36%
# Target sequence (P61081 whole entry, looked up): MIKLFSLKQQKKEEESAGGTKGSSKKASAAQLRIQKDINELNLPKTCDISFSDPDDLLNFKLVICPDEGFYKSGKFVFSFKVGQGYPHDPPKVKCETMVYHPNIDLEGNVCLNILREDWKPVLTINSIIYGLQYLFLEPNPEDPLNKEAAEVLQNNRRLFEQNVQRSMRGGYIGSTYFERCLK
# Target sequence (Q13564 whole entry, looked up): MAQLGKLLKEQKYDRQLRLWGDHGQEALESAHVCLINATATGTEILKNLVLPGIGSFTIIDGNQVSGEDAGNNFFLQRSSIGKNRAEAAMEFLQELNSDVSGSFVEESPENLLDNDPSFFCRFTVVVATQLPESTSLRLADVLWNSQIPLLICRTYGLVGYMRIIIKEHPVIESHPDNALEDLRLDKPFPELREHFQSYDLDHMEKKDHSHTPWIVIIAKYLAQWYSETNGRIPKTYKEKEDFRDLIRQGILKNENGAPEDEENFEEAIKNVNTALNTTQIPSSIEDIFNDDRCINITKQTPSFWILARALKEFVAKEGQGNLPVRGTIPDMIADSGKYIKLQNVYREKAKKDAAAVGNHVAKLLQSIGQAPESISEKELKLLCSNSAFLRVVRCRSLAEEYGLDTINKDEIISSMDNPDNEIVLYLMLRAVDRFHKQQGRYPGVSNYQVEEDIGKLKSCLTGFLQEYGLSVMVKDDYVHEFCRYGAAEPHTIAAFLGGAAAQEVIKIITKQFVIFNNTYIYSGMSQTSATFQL
# CendR NRP1 mod – modulators of CendR peptide binding to NRP-1, primary screen, biochemical, fluorescence polarization, uHTS | Neuropilin-1 (Homo sapiens), O14786 | 0.85% of 360,000 active | AID 602438, 2012 | FAM-RPARPAR peptide binding to NRP-1 | inhibition, % at 25 µM;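 active means inhibition or corrected inhibition above about 18%, plus a signal ratio from 0.5 to 1.5, limit read from the data, passing the limit was not always enough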; further: strong numbers were not always called active
# Active calls of the source: *; i = inactive; / = no result given; + = active, no number; & = joins results of further samples; ! = repeats disagree. An unsorted share of the library (roughly 4.6% active in at least one column).
DNMT1 inh	SKN-1 block	CendR NRP1 mod	LMPTP inh	SUMO1-SIM PPI	Scp1 inh	STEP block	Tb MetRS inh	NadD inh	Neddyl block	structure
-1	7	13	-1.1	1	1	9	0.4	1	i	CCC(=O)NN1CCN(c2ccncc2S(=O)(=O)N2CCCCC2)CC1
1	14	-7	-0.3	1	-18	-4	0.2	3	i	CCC(=O)Nc1nc2cc(OC)ccc2s1
-6	-2	6	1.3	-19	-3	-1	-0.2	-1	i	O=[N+]([O-])c1ccc(COc2ccc(Br)cc2CN2CCOCC2)cc1
2	0	-8	-1.6	0	-8	2	-0.3	5	i	CC(C)C(c1nnnn1CCc1ccccc1)N1CCC(C(N)=O)CC1 (centres undefined)
-6	5	-9	-0.4	2	-1	-3	-0.4	5	i	O=C(Nc1ccc(N2CCOCC2)nc1)c1ccc(F)cc1
4	-1	-3	-0.3	1	-4	1	0.1	3	+	Cc1nc(C(=O)NCCCO)cc2c1[nH]c1ccccc12
5	3	-7	0.2	-14	-12	1	-1.0	1	i	Cc1cccc(/C=N\N=C\c2cccc(C)c2)c1
1	4	-14	-0.1	-1	-12	-1	0.8	0	i	O=C(COc1ccc(Br)cc1)NCc1cn2ccccc2n1
1	2	-7	-5.0	-2	-7	-1	-0.3	-6	i	Cc1ccc(OCC(=O)NCCCNC(=O)COc2ccc(C)cc2)cc1
-4	21	-32	0.0	-2	-5	-1	-0.7	-10	i	O=C(CO/N=C/c1ccc2c(c1)OCO2)Nc1cccc(Br)c1
3	-25	5	1.6	-5	5	-1	-2.9	1	i	CC(C)(Oc1ccc(Cl)cc1)C(=O)Nc1ncccn1
4	10	4	-1.6	2	-8	3	-0.2	1	i	CCc1ccccc1NC(=O)CN(C)C(=O)c1cccc(S(=O)(=O)N2CCCCCC2)c1
-4	2	-9	-1.4	-1	-4	0	-0.4	2	i	O=C(Nc1ccc2c(c1)OCO2)c1c(Cl)nc2sccn12
3	1	-10	-1.2	10	-7	5	-0.2	-9	i	CCCCNC(=O)c1onc(CSc2cccc(Cl)c2)c1C(=O)O
1	9	-6	-0.8	3	-15	1	0.1	-2	i	O=S(Cc1ccccc1)CC(O)(c1ccccc1)c1ccccc1 (centres undefined)
-2	21	-2	-0.6	5	-3	3	-0.4	-9	i	Cc1ccccc1OCC(=O)Nc1sc2c(c1C#N)CC(C)(C)NC2(C)C
0	6	-8	0.0	2	-12	5	0.7	-10	i	O=C(CN1CCN(Cc2ccccc2)CC1)Nc1ccccc1
7	13	12	0.5	-15	-19	4	-0.1	5	i	COc1ccccc1C=NNC(=O)NN=Cc1ccccc1OC
10	-4	6	4.1	6	-8	4	-0.4	3	i	Cc1ccnc2c1ccc1cccnc12
/	-3	18	0.4	3	/	/	-0.1	-4	i	COc1ccc([C@H]2CC(=O)C[C@@H](CCn3nnc4ccccc43)O2)cc1
-2	4	2	-0.2	7	-13	-1	-1.3	-1	i	O=C(CCNC(=O)c1ccccc1Cl)NCCc1ccc(Cl)cc1
41	3	6	-0.3	2	-3	0	0.0	-6	i	C=CCNC(=O)CN1C(=O)C2C3c4ccccc4C(c4ccccc43)C2C1=O (centres undefined)
10	8	7	-1.4	-4	5	3	0.3	5	/	CCCOc1ccc(-c2nc(C#N)c(NCCCn3ccnc3)o2)cc1
15	1	-14	2.9	-9	39	7	-0.7	-4	+	CC(=O)c1c(C)[nH]c(C(=O)COc2ccc3ccc(=O)oc3c2)c1C
-1	21	3	-3.5	-3	-2	-2	0.7	4	i	O=C(NCc1ccccc1)N1CCNCC1
2	15	-13	-1.1	-20	2	1	-0.4	2	i	C(=N\n1cnnc1)/c1ccc2ncccc2c1
6	5	13	-0.1	-2	-8	-1	-0.9	-3	i	O=C(Nc1ccccc1)c1ccc2snnc2c1
3	21	4	1.0	2	1	2	-0.6	-5	i	COc1ccccc1C(=O)NC(=O)CSc1nc(C)cs1
2	-23	3	0.1	-5	19	-3	-0.6	2	i	CC1CCC2(CC1)NC(=O)N(CC(=O)NCCc1ccccc1)C2=O (centres undefined)
-2	-8	-12	-0.4	-3	/	-1	-0.2	-1	i	Cc1ccc([C@H]2C[C@H](n3cc(-c4ccc(F)cc4)nn3)[C@@H](O)CN2C(=O)C2CCCCC2)cc1
0	-1	7	-1.1	0	5	0	0.2	4	i	Cc1cccc(C)c1NC(=O)CS(=O)CC(=O)NC1CCCc2ccccc21 (centres undefined)
0	6	5	0.0	-1	-7	-1	0.3	2	i	C=CCn1c(C(c2ccccc2)c2ccccc2)n[nH]c1=S
2	11	-3	-1.3	-3	-1	0	-1.2	-4	i	COc1ccc(CCNC(=O)CCn2c(=O)oc3ccccc32)cc1OC
0	0	16	-0.1	0	-5	0	0.6	-3	i	CC(=O)c1ccc(NC(=O)CS(=O)(=O)c2cn(CC(=O)N3CCOCC3)c3ccccc23)cc1
7	-11	-6	1.6	1	-6	-2	-0.9	2	i	CC(C)(C)c1csc(NC(=O)Cc2cccs2)n1
1	-2	10	-1.4	5	3	2	-0.7	-1	i	CN(Cc1ccccc1)C(=O)C1CCCN(c2ncnc3c2nc2n3CCCCC2)C1 (centres undefined)
7	-10	-6	-0.8	1	5	-1	-2.3	-3	i	COc1ccccc1C(=O)Nc1ccc(C(=O)O)cc1
57*!	8&11	6&4	5.5&5.8	-9&10	-12&-19	4&6	-0.1&-0.4	6&10	i	Cc1ccc(Cl)cc1NC1=C/C(=N\S(=O)(=O)c2cccs2)c2ccccc2C1=O
-5	3	5	0.1	5	7	3	-0.6	11	i	COc1ccccc1N1CCN(C(=O)C2CCN(S(=O)(=O)c3ccc4c(c3)CC(C)N4C(=O)C3CC3)CC2)CC1 (centres undefined)
6	-6	-4	2.8	-37	-18	5	-0.3	-9	i	C/C(CC(C)C)=N/Nc1ccc([N+](=O)[O-])cc1[N+](=O)[O-]

# Quoted at random: five records from the list
DNMT1 inh	SKN-1 block	CendR NRP1 mod	LMPTP inh	SUMO1-SIM PPI	Scp1 inh	STEP block	Tb MetRS inh	NadD inh	Neddyl block	structure
0	6	-8	0.0	2	-12	5	0.7	-10	i	O=C(CN1CCN(Cc2ccccc2)CC1)Nc1ccccc1
1	4	-14	-0.1	-1	-12	-1	0.8	0	i	O=C(COc1ccc(Br)cc1)NCc1cn2ccccc2n1
15	1	-14	2.9	-9	39	7	-0.7	-4	+	CC(=O)c1c(C)[nH]c(C(=O)COc2ccc3ccc(=O)oc3c2)c1C
41	3	6	-0.3	2	-3	0	0.0	-6	i	C=CCNC(=O)CN1C(=O)C2C3c4ccccc4C(c4ccccc43)C2C1=O (centres undefined)
6	-6	-4	2.8	-37	-18	5	-0.3	-9	i	C/C(CC(C)C)=N/Nc1ccc([N+](=O)[O-])cc1[N+](=O)[O-]

# (cont.)
DNMT1 inh	SKN-1 block	CendR NRP1 mod	LMPTP inh	SUMO1-SIM PPI	Scp1 inh	STEP block	Tb MetRS inh	NadD inh	Neddyl block	structure
-1	6	1	1.0	0	-5	0	-0.5	0	i	COc1ccc(NC(=O)c2cc(S(=O)(=O)N3CCc4ccccc43)cn2C)cc1OC
3	5	-3	0.5	4	-1	-3	-0.3	-2	i	OCCCNc1nc(-c2ccccc2)nc2c1oc1ccccc12
-9	1	-3	2.2	-1	-5	-1	-0.2	15	i	CCOc1cc(/C=N\Nc2nc(Nc3ccccc3)nc(N3CCOCC3)n2)ccc1OC(=O)c1ccco1
-1	-7	-2	-0.9	1	-3	1	-1.3	-5	i	CCn1ncc(CN2CCCC(C(=O)c3cccc(OC(C)C)c3)C2)c1C (centres undefined)
2	10	5	-0.9	3	-13	-3	-0.5	-5	i	Cc1cccc(C(=O)NC(C)C(c2cccs2)N2CCOCC2)c1 (centres undefined)
-1	-1	1	-2.0	1	-10	2	-0.2	11	i	O=C(Nc1nnc(C2=COCCO2)o1)c1ccc(S(=O)(=O)N2CCCCC2)cc1
-8	-20	18	3.8	5	-11	1	-0.4	-1	i	CCOC(=O)[C@@H]1[C@H]2COc3ccccc3[C@H]2N2C(=O)N(c3ccc(C(F)(F)F)cc3)C(=O)[C@]12C
-1	-8	-8	-1.5	3	-3	-1	-0.8	-6	i	COC(=O)CN1C(C)=Nc2ccc(C)cc2C1c1ccccc1 (centres undefined)
1	8	-3	-1.1	4	-11	1	-0.3	0	i	O=C(N/N=C/c1cccnc1)c1cccc(N2CCCC2=O)c1
5	16	8	-0.2	-11	5	-3	-0.4	5	i	Cc1ccc2c(c1)C1C[N+](C)(CC(=O)Nc3ccccc3Cl)CCC1N2C(=O)c1ccccc1Cl (centres undefined)
0	7	-4	-0.9	2	-1	0	-0.1	3	i	O=C(NC1=NCCS1)NC12CC3CC(CC(C3)C1)C2
1	-11	0	1.7	-14	10	6	-0.3	-3	i	O=C(NC(=S)Nc1ccc2ncccc2c1)c1ccccc1
-2	-2	3	1.2	-4	3	2	-1.3	4	i	Cc1cnc(C(=O)Nc2cccc3cccnc23)cn1
-2	5	-133	4.5	-22	-1	3	-0.1	-2	i	CCn1c(C)cc(/C=C2/SC(=S)N(CC(=O)O)C2=O)c1C
1	10	13	-1.1	-3	-1	-2	-0.8	-5	i	O=S(=O)(c1ccc(Sc2nnc3ccccn23)nc1)N1CCOCC1
5	2	10	-0.9	5	-8	0	-0.3	-6	i	CC(=O)C[C@@H](O)CC(=O)[C@@H]1OC(=O)[C@H](C)CCCCc2ccccc21
1	9	-12	-0.1	0	-10	2	-0.1	8	/	CCOC(=O)c1sc2nc(-c3ccccc3)ccc2c1N
-1	-5	8	-0.1	3	-3	9	0.4	-3	i	O=C(NCc1ccco1)c1ccc(F)c(S(=O)(=O)N2CCCCC2)c1
0	0	6	-0.8	-18	-7	0	-0.6	-3	i	Cc1cc(=O)[nH]c(SCC(=O)Nc2ccccc2[N+](=O)[O-])n1
